Screening data as filed in PubChem BioAssay.
CHRM5 antagonist = blocks acetylcholine activation of human M5 receptor; inhibition, % at 3 µM; P08912; actives 0.59% (n = 360,000); CHO-hM5 cells, Fluo-8 calcium fluorescence, ACh EC80;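 active means inhibition above a per-plate cutoff, the mean of that plate's test compounds plus 3 SD, cut at about 27% in these data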;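 further: 0% = acetylcholine EC80 with DMSO and 100% = DMSO without agonist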
CRFBP-R2 agonist = agonists of human CRF-binding protein/CRF-R2 receptor complex; HEK293 CRF-R2/CRF-BP, calcium dye fluorescence (FLIPR); percent of saturating CRF peptide response; activation, % at 13.2 µM; actives 0.46% (n = 350,000); AID 588473;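 active means activation of at least 50%, plus an integration ratio under a set limit after plate pattern correction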;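 further: plate controls were neutral control wells without compound for no effect and CRF at EC100 for full effect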
CHRM1 PAM = human CHRM1 positive allosteric modulation. P11229. CHO-K1 hM1, Fluo-8 calcium fluorescence, ACh EC20; 0% = ACh EC20, 100% = maximal ACh. activation, % at 3 µM. actives 0.088% (n = 360,000). AID 588819; in the data active means activation above about 19%, passing the limit was not always enough
Target sequence (P11229 whole entry, looked up): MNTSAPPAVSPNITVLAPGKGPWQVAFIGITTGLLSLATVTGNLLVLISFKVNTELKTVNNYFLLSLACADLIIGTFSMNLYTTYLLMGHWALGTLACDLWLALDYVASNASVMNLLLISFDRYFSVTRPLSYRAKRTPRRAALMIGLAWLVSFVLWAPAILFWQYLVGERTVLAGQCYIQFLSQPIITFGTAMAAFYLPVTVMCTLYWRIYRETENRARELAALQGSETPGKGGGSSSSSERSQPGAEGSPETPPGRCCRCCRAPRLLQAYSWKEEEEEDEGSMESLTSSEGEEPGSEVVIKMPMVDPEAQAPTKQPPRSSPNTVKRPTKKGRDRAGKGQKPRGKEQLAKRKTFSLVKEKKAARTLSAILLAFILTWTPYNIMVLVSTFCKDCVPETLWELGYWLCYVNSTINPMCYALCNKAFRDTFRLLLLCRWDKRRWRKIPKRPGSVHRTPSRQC
CHRM4 antagonist = antagonists of human muscarinic M4 receptor (CHRM4); CHO-hM4 cells, ACh EC80, Fluo-8 calcium fluorescence; inhibition, % at 3 µM; P08173; AID 624125; actives 0.73% (n = 360,000);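 active means inhibition above its plate's cutoff, the mean inhibition of sample wells plus 3 SD, cut at about 27% in these data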;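 further: 0% = acetylcholine EC80 with DMSO and 100% = DMSO without agonist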
Target sequence (P08173 whole entry, looked up): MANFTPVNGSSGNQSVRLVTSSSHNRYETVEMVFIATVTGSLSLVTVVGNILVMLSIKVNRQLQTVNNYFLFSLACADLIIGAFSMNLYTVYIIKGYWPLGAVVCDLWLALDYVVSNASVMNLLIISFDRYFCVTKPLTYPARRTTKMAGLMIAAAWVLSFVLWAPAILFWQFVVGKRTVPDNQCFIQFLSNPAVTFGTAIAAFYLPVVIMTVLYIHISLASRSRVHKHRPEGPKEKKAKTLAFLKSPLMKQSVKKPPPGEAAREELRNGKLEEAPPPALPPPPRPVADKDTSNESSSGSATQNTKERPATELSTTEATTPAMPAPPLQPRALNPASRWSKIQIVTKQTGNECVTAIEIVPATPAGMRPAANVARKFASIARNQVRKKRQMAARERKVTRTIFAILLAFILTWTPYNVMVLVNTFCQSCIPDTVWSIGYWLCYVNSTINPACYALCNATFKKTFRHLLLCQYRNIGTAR
CHRM5 agonist = agonists of human muscarinic M5 receptor (CHRM5); P08912; CHO-K1 hM5 cells, Fluo-8 calcium fluorescence; 0% DMSO wells, 100% maximal acetylcholine response; activation, % at 3 µM; actives 0.19% (n = 360,000);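 active means activation above the run's mean over test compounds plus 3 SD, cut at about 23% in these data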;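 further: signal is peak over basal fluorescence ratio across the kinetic read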
CHRM4 PAM = potentiates acetylcholine response at human M4 receptor. CHO-K1 hM4/Gqi5, Fluo-8 calcium fluorescence, ACh EC20; 0% = ACh EC20, 100% = maximal ACh. activation, % at 3 µM. actives 0.4% (n = 360,000). AID 624126;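 active means activation above its plate's cutoff, the mean activation of sample wells plus 3 SD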; further: some results filed as inactive read as strong as hits
CHRM4 agonist = agonists of human muscarinic M4 receptor (CHRM4); P08173; CHO-K1 hM4/Gqi5, Fluo-8 calcium fluorescence; vehicle 0%, full acetylcholine response 100%; activation, % at 3 µM; actives 0.14% (n = 360,000); AID 624127;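 active means activation above the run mean over all test wells plus 3 SD, cut at about 32% in these data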;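 further: peak over basal fluorescence ratio per well then scaled between controls; 0% = DMSO wells and 100% = acetylcholine at EC100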
CRFR2-BP antag = blocks CRF-induced signaling of the CRF-BP/CRF-R2 complex; AID 588475; inhibition, % at 11.8 µM; HEK293 CRF-R2/CRF-BP, CRF-induced calcium fluorescence; actives 0.59% (n = 350,000);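 active means inhibition of the ligand-induced calcium signal above about 50% at the single tested concentration, limit read from the data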
M5 PAM = potentiates acetylcholine response at human M5 receptor; P08912; CHO-K1 hM5, Fluo-8 calcium, ACh EC20 PAM; 0% = ACh EC20, 100% = ACh EC100; activation, % at 3 µM; actives 0.3% (n = 360,000);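 active means activation above the run cutoff, the mean activation of all test compounds plus 3 SD, cut at about 18% in these data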
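Measured by: Fluo-8 calcium fluorescence; material: human M5 receptor in CHO-K1 cells; schedule: Post-acetylcholine fluorescence recording 140 s; benchmarks: low control EC20 acetylcholine (0%), high control EC100 acetylcholine (100%); read-out: Max/basal fluorescence ratio as % of EC20–EC100 ACh window; compound: single dose, 3 µM nominal final test concentration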
Numbers without * were called inactive; x = no result given.

SMILES	CHRM5 antagonist	CRFBP-R2 agonist	CHRM1 PAM	CHRM4 antagonist	CHRM5 agonist	CHRM4 PAM	CHRM4 agonist	CRFR2-BP antag	M5 PAM
COC(=O)c1c(NC(=O)COC(=O)c2ccc(Cl)cc2[N+](=O)[O-])sc2c1CCCCC2	-1	-0.9	4	10	3	1	0	6	1
Cc1ccccc1-c1nc(C#N)c(N2CCCCC2)o1	9	-1.5	-12	3	-4	-6	-2	-4	-6
CCC(c1nc2ccccc2[nH]1)n1c(=O)c(-c2ccccc2)nc2ccccc21 (stereo unspecified)	0	x	x	-3	-2	6	-1	x	3
Cc1cccc(C)c1NC(=O)NC1(C(=O)N2CCN3CCCC3C2)CCCCC1 (stereo unspecified)	11	0.4	4	-2	-5	-3	0	1	-5
CCOc1ccc(S(=O)(=O)c2c[nH]c3ccccc3c2=O)cc1	11	0.5	1	-2	-1	-4	-1	4	-4
NC(=O)C(CCc1nc2ccccc2[nH]1)NS(=O)(=O)c1ccccc1 (stereo unspecified)	-3	1.4	16	-17	1	2	0	-18	4
COc1cccc(N/C=C/C(=O)c2ccc(C)cc2)c1	15	-1.1	0	-3	-3	-5	-1	3	-3
CN1CCc2c(sc3c2C(=O)NC(c2ccc(-c4cccc(Cl)c4)o2)N3)C1 (stereo unspecified)	1	16	-1	-6	1	-5	2	-22	0
O=C(Nc1ccc(NC(=O)c2sc3ccccc3c2Cl)cc1Cl)c1ccco1	8	7.0	-2	2	-4	4	0	8	0
COc1ccc(S(=O)(=O)N2CCC(C(=O)N(CC(C)C)C3CCS(=O)(=O)C3)CC2)cc1OC (stereo unspecified)	12	-1.5	-2	3	-2	-7	1	5	-6

The final two compounds of the part above open the next one:
SMILES	CHRM5 antagonist	CRFBP-R2 agonist	CHRM1 PAM	CHRM4 antagonist	CHRM5 agonist	CHRM4 PAM	CHRM4 agonist	CRFR2-BP antag	M5 PAM
O=C(Nc1ccc(NC(=O)c2sc3ccccc3c2Cl)cc1Cl)c1ccco1	8	7.0	-2	2	-4	4	0	8	0
COc1ccc(S(=O)(=O)N2CCC(C(=O)N(CC(C)C)C3CCS(=O)(=O)C3)CC2)cc1OC (stereo unspecified)	12	-1.5	-2	3	-2	-7	1	5	-6
CC(C)[C@H](NC(=O)c1ccccc1F)C(=O)OCC(=O)NC(=O)NC1CCCCC1	18	1.0	-5	1	4	3	11	-6	-10
Cc1ccc(C)c(N2CCN(C(=O)Cc3ccc(-n4c(=O)[nH]c5ccsc5c4=O)cc3)CC2)c1	7	0.9	-8	-1	1	-14	3	1	-10
COc1cccc(/C=C/C(=C2/C(=O)N(c3ccccc3)N=C2C)c2ccccc2)c1OC	3	-1.0	8	1	-2	-4	-1	14	-3
Nc1ccc(-c2ccc(C(=O)O)s2)cn1	-4	-0.4	-2	-6	-1	1	2	3	-5
C/C(CC(=O)Nc1cccc(C(F)(F)F)c1)=N\NC(=O)c1cnccn1	3	-0.1	14	0	2	-2	7	-17	4
O=C(NNC(=O)c1ccc(F)cc1)C(=O)N1CCCCC1	4	-1.7	11	5	0	4	3	28	-3
CC(=O)c1ccc(NC(=O)CSc2ccc(-c3ccc4c(c3)OCO4)nn2)cc1	2	-0.3	-2	7	-2	10	0	122*	-1
CCCn1c(N)c(C(=O)CSc2ncnc3sccc23)c(=O)n(C)c1=O	-4	1.2	1	-3	3	3	11	-7	-4
NC(=O)c1cc(-c2ccccc2)sc1NC(=O)Cc1ccc(S(=O)(=O)N2CCOCC2)s1	-8	1.0	16	2	1	12	3	-18	13
COc1cc2c(cc1NC(=O)C(C)Sc1ccc(C)cc1)oc1ccccc12 (stereo unspecified)	-2	1.7	-1	5	2	2	1	1	-1

An excerpt from above in order of the M5 PAM value, low to high:
SMILES	M5 PAM
Cc1ccc(C)c(N2CCN(C(=O)Cc3ccc(-n4c(=O)[nH]c5ccsc5c4=O)cc3)CC2)c1	-10
Nc1ccc(-c2ccc(C(=O)O)s2)cn1	-5
CCCn1c(N)c(C(=O)CSc2ncnc3sccc23)c(=O)n(C)c1=O	-4
NC(=O)c1cc(-c2ccccc2)sc1NC(=O)Cc1ccc(S(=O)(=O)N2CCOCC2)s1	13

Grouped by structure: those above with fluorine
SMILES	CHRM5 antagonist	CRFBP-R2 agonist	CHRM1 PAM	CHRM4 antagonist	CHRM5 agonist	CHRM4 PAM	CHRM4 agonist	CRFR2-BP antag	M5 PAM
CC(C)[C@H](NC(=O)c1ccccc1F)C(=O)OCC(=O)NC(=O)NC1CCCCC1	18	1.0	-5	1	4	3	11	-6	-10
C/C(CC(=O)Nc1cccc(C(F)(F)F)c1)=N\NC(=O)c1cnccn1	3	-0.1	14	0	2	-2	7	-17	4
O=C(NNC(=O)c1ccc(F)cc1)C(=O)N1CCCCC1	4	-1.7	11	5	0	4	3	28	-3

Next part:
SMILES	CHRM5 antagonist	CRFBP-R2 agonist	CHRM1 PAM	CHRM4 antagonist	CHRM5 agonist	CHRM4 PAM	CHRM4 agonist	CRFR2-BP antag	M5 PAM
Cc1cc(-c2onc(C)c2C(=O)N/N=C/c2ccccc2)no1	8	-3.2	6	2	1	-5	0	2	0
CC1CCCC(C)N1C(=O)COC(=O)Cc1c[nH]c2ccccc12 (stereo unspecified)	2	2.4	5	-4	0	11	2	-9	-7
O=C(c1ccc(F)cc1)N1CCN(Cc2ccccc2)CC1	-1	-1.8	8	5	1	-3	1	14	0
Cc1cc(N2CCN(C(=O)c3ccco3)CC2)n2nc(C)nc2n1	-3	-2.7	8	-17	2	7	1	8	0
Cc1ccc(S(=O)(=O)NCCNC(=O)CN2CCCC2)cc1	1	0.4	1	0	-4	2	0	26	-1
CC(C)CNC(C)C(=O)Nc1ccc(S(N)(=O)=O)cc1 (stereo unspecified)	-1	-0.6	12	3	-1	5	1	-2	6
CC1CCN(C(=O)c2[nH]cnc2C(=O)NC2CCN(C(=O)OC(C)(C)C)CC2)CC1	1	-0.8	3	-3	3	0	2	1	-9
CCOC=C1SC(=S)N(c2ccccc2OC)C1=O	8	1.6	2	-2	6	-3	1	6	-7
Cc1ccc(CCNC(=O)C2CCC(=O)N(Cc3cccc(F)c3)C2)cc1 (stereo unspecified)	-7	-1.5	5	8	-2	6	1	3	2
Cc1ccc(-c2ccc(=O)n(CC(=O)N3CCN(c4cccc(C)c4)C(C)C3)n2)cc1 (stereo unspecified)	-6	-0.4	4	-18	-2	6	13	-4	-8
COc1ccccc1CNC(=O)C1CC2Cn3c(nc4ccccc43)C2N1C (stereo unspecified)	7	6.0	-3	-6	1	11	2	0	10
CC(C)c1ccc(NC(=O)CSc2nc3ccccc3nc2N2CCCC2)cc1	-1	3.0	4	-1	0	-3	0	-15	5
CCOc1ccc2oc(C(=O)N3CCN(Cc4ccccc4)CC3)c(C)c2c1	10	-0.9	12	8	-3	-7	0	14	0
CCOc1cccc(NC(=O)C(Cc2cccs2)c2nn[nH]n2)c1 (stereo unspecified)	1	0.6	-7	14	-1	0	0	0	1
Cc1ccc(C(=O)CNc2cccc(Cl)c2)cc1	9	-2.1	6	0	-2	-2	0	12	-4
Cc1ccc(CNS(=O)(=O)c2ccc3c(c2)NC(=O)CS3)cc1	-3	-1.1	8	-4	1	9	5	9	0
CCOc1nc(N=C(N)N)nc2c(C)cccc12	-7	0.4	1	-6	-5	13	1	17	-4
Cc1cc(Cl)ccc1NC(=O)NC1CCN(S(=O)(=O)c2ccc(F)cc2)CC1	3	0.3	-9	2	-3	-6	0	-3	-11
CC[C@]12c3[nH]c4ccc(OC)cc4c3CCN1C(=O)C(CC(=O)NCCc1ccccn1)C[C@@H]2C(=O)N1CCN(C(=O)c2ccco2)CC1 (stereo partly specified)	-10	-1.7	5	-15	1	-2	0	-15	2
CCOC(=O)/C=C/C(=O)OCC(=O)Nc1cccc(Cl)c1Cl	-6	-1.5	13	1	-4	0	1	-21	12
O=C(CCc1ccccc1)Nc1cccnc1	5	0.0	21	-1	-1	0	0	-8	2
CC(=O)CCc1oc2ccc(C)cc2c1-c1ccc(C)o1	8	-3.5	5	-3	-1	-4	3	5	-1
COc1ccc(Cl)cc1C(=O)OCC(=O)NCCNC(=O)COC(=O)c1cc(Cl)ccc1OC	8	0.3	6	0	-1	4	5	-7	-4
COC(=O)C(=Cc1ccc(OCc2ccc([N+](=O)[O-])cc2)c(OC)c1)C(=O)OC	-5	1.1	10	-1	-1	5	2	-18	6
C=C1C(C(=O)Nc2cccc(OC)c2)C1C(=O)Nc1cccc(OC)c1 (stereo unspecified)	14	0.2	-5	-1	-5	6	2	-4	-6
CCOC(=O)c1cc(S(=O)(=O)N2CCN(c3ccccc3OC)CC2)cn1C	10	1.0	-10	6	3	-8	7	6	-10
Cc1cc(Br)ccc1SCC(=O)OCC(=O)Nc1ccccc1C#N	-10	-5.9	5	-21	-5	8	6	26	5
COc1ccccc1-n1c(O)c(C=NCc2ccccn2)c2ccccc2c1=O	-7	-0.9	8	4	2	-6	1	-4	8
COC(=O)c1sccc1NC(=O)c1ccnn1C	10	0.8	0	-1	-2	0	2	3	1
CCC1(c2ccccc2)NC(=O)N(CC(=O)N(C)CC(=O)Nc2ccc(F)c(F)c2F)C1=O (stereo unspecified)	-4	-0.8	13	-11	3	12	0	-11	9
O=C(CNC(=O)c1ccc(Cl)cc1Cl)OCC(=O)N1CCN(c2ccccc2)CC1	23	0.2	10	-5	-2	11	4	-10	-10
S=C(NCCc1ccccc1)NCc1ccccc1Cl	6	-1.0	-2	4	-4	-8	3	44	-7
COc1ccc(C(=O)c2coc3c2C(=O)C(=O)c2ccccc2-3)cc1	20	-0.5	-4	21	-6	-10	19	-3	-21
COc1cc(OC)cc(C(=O)NNC(=O)c2cc(=O)[nH]c3ccccc23)c1	-6	-0.1	6	-7	1	-1	0	4	5
COc1ccc(C)cc1NC(=O)CSc1nnc(CC(=O)Nc2cccc(C(F)(F)F)c2)n1C	1	-2.0	1	2	3	7	0	-58	5
Cc1ccc(C(c2nnnn2C(C)(C)C)N2CCC(C)CC2)cc1 (stereo unspecified)	3	2.1	7	4	-3	4	-3	-16	2
O=C1c2ccc(Oc3cccc([N+](=O)[O-])c3)cc2C(=O)N1c1ccccn1	3	-2.7	10	-5	0	3	1	17	-4
COc1cc(C(=O)OCC(=O)Nc2ccc(C(C)=O)cc2)ccc1OCC(=O)N1CCOCC1	-6	-2.4	3	-9	1	-1	3	16	-6
